Assay outcomes (PubChem)
TSG101-PTAP inh – blocks PTAP/TSG101 interaction to inhibit HIV-1 budding | Potency, µM (series often up to 115 µM), for inactives: at the top dose activity change, negative = inhibition, usual class: inhibitors | AID 493005 | Fluorescence polarization, FITC-PTAP peptide / Tsg101 binding | Q99816 | 340,000 tested, under 10 active; active means well fitted inhibition curve with a large enough effect in the main read-out, with a control signal flat, not every such curve was filed as active; inconclusive means small, poorly fitted or top-dose-only effect, or effect the other way, or a change in a side signal; inactive means no such curve, though single readings can be large or run the other way; further: potency means the concentration at half of the fitted maximal effect; % of control where 0% means no effect
Target sequence (Q99816 whole entry, looked up): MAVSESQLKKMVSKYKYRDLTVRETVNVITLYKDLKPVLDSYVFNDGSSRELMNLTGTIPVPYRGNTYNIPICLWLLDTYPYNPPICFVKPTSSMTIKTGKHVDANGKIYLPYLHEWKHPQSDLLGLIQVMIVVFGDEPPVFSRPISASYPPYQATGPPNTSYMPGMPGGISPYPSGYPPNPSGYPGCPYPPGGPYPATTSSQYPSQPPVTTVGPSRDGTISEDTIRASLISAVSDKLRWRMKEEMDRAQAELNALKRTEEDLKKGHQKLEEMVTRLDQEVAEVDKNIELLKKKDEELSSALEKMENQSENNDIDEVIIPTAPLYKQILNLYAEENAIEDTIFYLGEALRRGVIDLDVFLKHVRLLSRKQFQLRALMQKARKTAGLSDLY
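Fluorescence anisotropy tracks displacement of a FITC-tagged PTAP peptide (50 nM) from the Tsg101 binding domain (10 uM), following a 20 min room-temperature incubation at pH 7.5.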
BCR signal inh – chronic active BCR signaling inhibition; ABC-DLBCL IkBa-CBG/CBR reporter, luminescence ratio, 4 h; Potency, µM (doses to about 46.1 µM), for the others: at the top dose ratio change, negative = lower green/red ratio, usual class: inhibitors; actives 0.05% (n = 340,000); active means well fitted inhibition curve with a large enough effect in the signal ratio, with a control signal flat, not every such curve was filed as active; inconclusive means small, poorly fitted or top-dose-only effect, or effect the other way, or a change in a side signal; the % refers to the signal ratio;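 further: potency means the concentration at half of the fitted maximal effect; plate controls were basal doxycycline-induced cells for no effect and cells given 10 µM MG132 for full effect; MG132 reads +100%, hits lower the ratio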
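TMD8 human ABC-DLBCL cells with doxycycline-inducible IκBα–green luciferase fusion and unfused red luciferase, in 0.5% FBS medium; compounds up to 46 uM, 4 h at 37C. Green/red luminescence ratio, filter-overlap corrected, fitted to concentration-response curves.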
TSHR antag – human thyrotropin receptor antagonism | TSHR-expressing cells, TSH-stimulated cAMP HTRF, 2 h; stronger effect = lower value | actives 0.2% (n = 330,000) | P16473 | activity change, negative = inhibition, % at 11.5 µM;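 active means activity change below a set negative limit, meaning inhibition stronger than a set level, cut at about -70% in these data; inconclusive means activity change between two set negative limits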; further: on the % scale 0 is the no-effect control and ±100 the full control effect
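Antagonism was scored as loss of TSH-driven cAMP in TSHR cells, stimulated with 4nM TSH (EC80) for 2 hours at 37 deg C and detected by homogeneous HTRF competition immunoassay.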
A-T KAP1 phos – potential ataxia-telangiectasia treatment. actives 0.19% (n = 320,000). Potency, µM (series often up to 57.5 µM), without a hit: at the top dose activation, actives largely listed as activators. […] A-T fibroblasts, KAP-1 phosphorylation AlphaLISA; neocarzinostatin DNA damage 30 min before lysis. AID 485349; further: potency means the concentration at half of the fitted maximal effect; % of control where 0% means no effect; nearly all actives have a fitted effect of over 45% in size
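hTERT-immortalized A-T patient fibroblasts ([…]), 500 cells/well in OPTI-MEM, 1% FBS, got compounds for 60 min, then NCS for 30 min at 37C. Lysates were then assayed for phospho-KAP-1 by AlphaLISA (anti-pKAP1 donor, anti-KAP1 acceptor beads), 6 hr at 25C.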
Tb PFK block – inhibitors of T. brucei phosphofructokinase; O15648; T. brucei PFK, ADP-Glo luminescence; Potency, µM (series often up to 57.5 µM), for inactives: at the highest dose activity, negative = inhibition, actives largely listed as inhibitors; actives 0.17% (n = 330,000); AID 485367;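 further: potency means the concentration at half of the fitted maximal effect; 0% = uninhibited 1x PFK enzyme wells and -100% = no-enzyme wells; nearly all actives have a fitted effect of over 60% in size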
Target sequence (O15648 whole entry, looked up): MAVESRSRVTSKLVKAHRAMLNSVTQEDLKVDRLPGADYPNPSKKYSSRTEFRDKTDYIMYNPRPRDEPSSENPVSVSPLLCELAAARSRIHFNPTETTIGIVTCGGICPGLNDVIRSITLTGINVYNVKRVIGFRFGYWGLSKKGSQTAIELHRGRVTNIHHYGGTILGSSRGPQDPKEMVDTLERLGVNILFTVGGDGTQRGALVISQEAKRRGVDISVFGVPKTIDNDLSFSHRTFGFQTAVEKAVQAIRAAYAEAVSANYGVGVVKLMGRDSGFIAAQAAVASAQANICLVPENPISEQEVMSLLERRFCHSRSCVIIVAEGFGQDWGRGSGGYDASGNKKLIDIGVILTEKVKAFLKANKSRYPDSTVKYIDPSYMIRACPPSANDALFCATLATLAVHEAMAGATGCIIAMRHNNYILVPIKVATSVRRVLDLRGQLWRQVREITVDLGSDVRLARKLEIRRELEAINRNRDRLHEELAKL
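1.25 nM PFK with 0.5 mM F6P and 0.1 mM ATP in 0.1 M TEA pH 8.0, 5 mM MgCl2, incubated 45 min at room temperature; ADP measured by ADP-Glo luminescence; compounds titrated up to 57 uM.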
Mito fusion act – inhibitors of mitochondrial division or activators of mitochondrial fusion; S. cerevisiae fusion-defective mutant growth rescue, CellTiterGlo 48 h; Potency, µM (top dose mostly 46.1 µM), inactives show at the top dose growth rescue (activation), hits mostly activators; actives 0.23% (n = 320,000);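 further: potency means the concentration at half of the fitted maximal effect; % of control where 0% means no effect; nearly all actives have a fitted effect of over 45% in size; temperature-sensitive fusion mutants such as fzo1-1 at 37 °C on non-fermentable ethanol glycerol medium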
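Compounds are tested for their ability to restore growth of mitochondrial fusion-defective yeast strains at non-permissive 37C in YPEG medium over 48 hours. Viability is quantified by luciferase luminescence.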
TCR activator – T cell receptor activation | primary human leukocytes, anti-CD3, IL-2 HTRF, 48 h | Potency, µM (top dose mostly 9.22 µM), without a hit: top-dose activation of IL-2 secretion, usual class: activators | 330,000 tested, under 10 active; further: % of control where 0% means no effect
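Readout: HTRF IL-2, Eu-cryptate/d2 antibody pair, 320nm excitation, 665nm emission. Stimulus: a-CD3 beads, no co-stimulation. Cells: primary human leukocytes. Exposure: 48 hr with compound.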
Eya2 inh – blocks the phosphatase activity of human Eya2; actives 0.006% (n = 330,000); recombinant Eya2, OMFP fluorescence dephosphorylation (OMFP is methylfluorescein phosphate); Potency, µM (highest dose often 76.9 µM), for the others: top-dose activity, negative = inhibition, usual class: inhibitors; further: potency means the concentration at half of the fitted maximal effect; on the % scale 0 is the no-effect control and ±100 the full control effect
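Eya2 (0.2 uM) preincubated 10 min at ambient with compound, then OMFP substrate added at 50 uM; 10 min reaction in 50 mM HEPES pH 7.5, 50 mM NaCl, 5 uM MgCl2, 0.05% BSA, 1 mM DTT. Fluorescence read at Ex 485/Em 525 nm.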
S-ASM inh – inhibitors of human secretory acid sphingomyelinase; P17405; AID 504937; actives 0.006% (n = 340,000); placental ASM, HMU-PC fluorogenic substrate, 60 min; Potency, µM (highest dose often 57.5 µM), for inactives: at the highest dose activity change, negative = inhibition, hits mostly inhibitors; further: potency means the concentration at half of the fitted maximal effect
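Fluorogenic HMU-PC substrate (9 uM final) is turned over by placental ASM in 60 min at 37 C after a 10 min compound preincubation. Reaction ended by alkaline stop (pH 10), with fluorescence read at 386/447 nm.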
ELG1 repair inh – inhibitors of ELG1-dependent DNA repair in HEK293T cells; actives 2.3% (n = 330,000); HEK293T ELG1-luciferase reporter, luminescence, 16 h; DNA damage induced by 5-fluorouridine; Potency, µM (titrated, usually from 46.1 µM), for inactives: at the highest dose activity change, negative = inhibition, usual class: inhibitors; further: potency means the concentration at half of the fitted maximal effect; on the % scale 0 is the no-effect control and ±100 the full control effect; nearly all actives have a fitted effect of over 55% in size
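Luminescence from the luciferase reporter, measured 30 min after ONE-Glo reagent at room temperature, was the read-out. Beforehand, 2,000 cells per well were exposed for 16 hr at 37 °C to 5-fluorouridine together with compound or vehicle.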
a7 integrin act – integrin-mediated muscular dystrophy alleviation activation. Potency, µM (doses to about 38.3 µM), for inactives: at the highest dose activation, hits mostly activators. alpha7betagal myoblasts, beta-gal FDG fluorescence, 48 h. AID 624291. actives 0.064% (n = 350,000);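 further: potency means the concentration at half of the fitted maximal effect; 100% = response of the positive control SU9516; nearly all actives have a fitted effect of over 60% in size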
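alpha7betagal+/- myoblasts (passage 13, 250/well) treated 48 h at 37C with compounds at 1:260 dilution of DMSO stock. Lysed, then beta-galactosidase activity read as FDG fluorescence (ex 480/em 540) after 30 min, with pre-read for autofluorescence.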
* = called active by the depositor; [ ] = dose if it differs, or a comment. Unless noted, the call rests on the fitted dose curve; in most records, active means well fitted curve in the direction sought with a large enough effect; inconclusive means small, poorly fitted or top-dose-only effect, or another doubt; inactive means no such curve, though single readings can be large; an effect the other way counts as inactive or inconclusive. This is a random part of the collection (roughly 3.2% active in at least one column).

NS(=O)(=O)c1ccc(NC(=O)COC(=O)c2ccc(Cl)nc2)cc1 was read as TSG101-PTAP inh -1.4%, BCR signal inh 1.3%, TSHR antag 2.4, A-T KAP1 phos -2.0%, Tb PFK block -26.2%, Mito fusion act 8.1%, TCR activator -8.9%, Eya2 inh -1.7%, S-ASM inh 2.1%, ELG1 repair inh -19.1% and a7 integrin act 17.3%.
Screening CN(C)NC(=S)NC1(C)CCS(=O)(=O)C1 (stereo not drawn) returned TSG101-PTAP inh 0.9%, BCR signal inh -4.1%, TSHR antag 6.0, A-T KAP1 phos -3.5%, Tb PFK block -7.5%, Mito fusion act -3.1%, TCR activator -2.2%, Eya2 inh 11.7%, S-ASM inh 1.2%, ELG1 repair inh 6.4% and a7 integrin act -18.9%.
Screening CSC1=N/C(=C\c2cccc(Cl)c2)C(=O)N1N(C)C returned TSG101-PTAP inh -2.8%, BCR signal inh inconclusive, TSHR antag 20.8, A-T KAP1 phos 7.4%, Tb PFK block 0.2%, Mito fusion act 1.4%, TCR activator 2.9%, Eya2 inh -4.5%, S-ASM inh 0.9%, ELG1 repair inh -2.1% and a7 integrin act -22.4%.
Screening C=CCNc1oc(-c2cccs2)nc1S(=O)(=O)c1ccccc1 returned TSG101-PTAP inh -0.3%, BCR signal inh inconclusive, TSHR antag -8.1, A-T KAP1 phos 7.8%, Tb PFK block 4.1%, Mito fusion act -4.5%, TCR activator 6.6%, Eya2 inh -3.2%, S-ASM inh -2.3%, ELG1 repair inh -19.8% and a7 integrin act 0.6%.
For COc1ccc(CNC(=O)C(C)NCc2ccccc2Cl)cc1 (stereo not drawn) the results were TSG101-PTAP inh -1.7%, BCR signal inh -2.1%, TSHR antag 31.1, A-T KAP1 phos inconclusive, Tb PFK block -12.1%, Mito fusion act 11.3%, TCR activator 0.0%, Eya2 inh -15.0%, S-ASM inh 4.5%, ELG1 repair inh -26.0% and a7 integrin act -4.4%.
O=C(COC(=O)/C=C/c1ccccc1)Nc1cccc(Oc2ccccc2)c1 was read as TSG101-PTAP inh -3.4%, BCR signal inh 0.4%, TSHR antag -14.6, A-T KAP1 phos 11.8%, Tb PFK block -3.2%, Mito fusion act 0.1%, TCR activator 4.1%[46.1 µM], Eya2 inh 4.5%, S-ASM inh -4.6%, ELG1 repair inh 13.4% and a7 integrin act -2.6%.
`Cc1ccc(NC(=O)Cn2cccc2)c(C)c1` gave TSG101-PTAP inh -6.7%, BCR signal inh inconclusive, TSHR antag 4.3, A-T KAP1 phos -4.3%, Tb PFK block -2.0%, Mito fusion act -2.7%, TCR activator -1.3%, Eya2 inh 5.2%, S-ASM inh 4.5%, ELG1 repair inh inconclusive and a7 integrin act 11.5%.
Screening O=C(c1ccc2c(=O)n3c(nc2c1)CCCCC3)N1CCN(c2ccc([N+](=O)[O-])cc2)CC1 returned TSG101-PTAP inh -5.2%, BCR signal inh 2.9%, TSHR antag 2.7, A-T KAP1 phos -10.2%, Tb PFK block 0.7%, Mito fusion act -1.2%, TCR activator 10.8%, Eya2 inh -0.5%, S-ASM inh -26.4%, ELG1 repair inh inconclusive and a7 integrin act -31.0%.
CC(C)(C)c1ccc(OCCn2ccccc2=O)cc1 was read as TSG101-PTAP inh -8.3%, BCR signal inh 10.5%, TSHR antag -2.8, A-T KAP1 phos 2.0%, Tb PFK block -5.5%, Mito fusion act 2.3%, Eya2 inh -5.6%, S-ASM inh 1.9%, ELG1 repair inh inconclusive and a7 integrin act 18.9%.
O=C1N(CN2CCN(Cc3ccccc3)CC2)c2ccccc2C12OCCCO2 was read as TSG101-PTAP inh 4.0%, BCR signal inh -1.1%, TSHR antag -2.0, A-T KAP1 phos -4.9%, Tb PFK block 3.1%, Mito fusion act -1.7%, TCR activator 0.2%, Eya2 inh -1.1%, S-ASM inh -3.3%, ELG1 repair inh 4.2% and a7 integrin act 7.2%.
For COc1ccccc1CNC(=O)C1CCC(=O)N(CCCN2CCCC2=O)C1 (stereo not drawn) the results were TSG101-PTAP inh -5.3%, BCR signal inh 1.4%, TSHR antag -11.0, A-T KAP1 phos -2.8%, Tb PFK block 10.5%, Mito fusion act -12.2%, TCR activator -4.6%, Eya2 inh -1.4%, S-ASM inh 0.8%, ELG1 repair inh 11.6% and a7 integrin act 17.8%.
For C=CCn1c2ccccc2c2nnc(SCC(=O)O)nc21 the results were TSG101-PTAP inh -1.7%, BCR signal inh 0.0%, TSHR antag -2.0, A-T KAP1 phos 0.9%, Tb PFK block -3.1%, Mito fusion act 0.3%, Eya2 inh -0.3%, S-ASM inh 1.8%, ELG1 repair inh 2.0% and a7 integrin act 2.2%.
Screening CC(C)C[C@H](CO)N(Cc1ccccc1)S(=O)(=O)N(Cc1ccccc1)[C@@H](CO)CC(C)C returned BCR signal inh inconclusive, TSHR antag -19.0, A-T KAP1 phos 8.0%, Tb PFK block 4.8%, TCR activator -1.9%, Eya2 inh -9.5%, S-ASM inh -21.0%, ELG1 repair inh inconclusive and a7 integrin act -34.1%.
O=C(Nc1ccccc1)C1=C(N2CCOCC2)/C(=C/c2cccnc2)CC1 was read as TSG101-PTAP inh -3.4%, BCR signal inh inconclusive, TSHR antag -2.7, A-T KAP1 phos 2.6%, Tb PFK block 0.8%, Mito fusion act -1.1%, Eya2 inh 0.6%, S-ASM inh 70.2%[activator], ELG1 repair inh 8.0% and a7 integrin act -37.1%.
`COc1ccc(N2CCN(C(=O)C3CC(=O)N(c4ccc(C)cc4)C3)CC2)cc1` (stereo not drawn) gave TSG101-PTAP inh -4.3%, BCR signal inh -0.7%, TSHR antag 8.9, A-T KAP1 phos 5.9%, Tb PFK block 4.7%, Mito fusion act -4.0%, TCR activator 0.0%, Eya2 inh 4.7%, S-ASM inh -0.5%, ELG1 repair inh 8.4% and a7 integrin act 8.9%.
CCOC(=O)Cc1cc(=O)n2[nH]c(C)c(-c3ccccc3OC)c2n1 was read as TSG101-PTAP inh -7.1%, BCR signal inh 6.1%, TSHR antag 7.9, A-T KAP1 phos 3.2%, Tb PFK block -4.2%, Mito fusion act -2.8%, TCR activator 0.2%, Eya2 inh -0.2%, S-ASM inh 0.1%, ELG1 repair inh 4.1% and a7 integrin act -11.4%.
`COc1ccc(CN(CC(=O)NC2CCCC2)C(=O)c2csnn2)cc1` gave TSG101-PTAP inh -8.1%, BCR signal inh -3.4%, TSHR antag 11.1, A-T KAP1 phos -4.7%, Tb PFK block 1.2%, Mito fusion act -4.0%, TCR activator -1.9%, Eya2 inh 0.5%, S-ASM inh -0.5%, ELG1 repair inh 9.7% and a7 integrin act 0.1%.
Screening NC(=O)NC(=O)C[n+]1cccc(/C=N/O)c1 returned TSG101-PTAP inh -5.1%, BCR signal inh -16.2%, TSHR antag 3.8, A-T KAP1 phos -3.1%, Tb PFK block 2.1%, Mito fusion act 4.1%, TCR activator 1.8%, Eya2 inh -1.3%, S-ASM inh 3.7%, ELG1 repair inh -5.8% and a7 integrin act 17.2%.
Screening CC(=O)N1CN(Cc2ccccn2)Cc2c1sc1c2CCCC1 returned TSG101-PTAP inh -4.6%, BCR signal inh inconclusive, TSHR antag 3.5, A-T KAP1 phos 0.8%, Tb PFK block -2.6%, Mito fusion act -0.3%, TCR activator 1.0%, Eya2 inh -14.5%, S-ASM inh 9.8%, ELG1 repair inh inconclusive and a7 integrin act -19.2%.
For C=C(C)c1cccc(C(C)(C)NC(=O)NC2CCN(Cc3ccccc3)CC2)c1 the results were TSG101-PTAP inh -2.8%, BCR signal inh inconclusive, TSHR antag 5.2, A-T KAP1 phos -1.8%, Tb PFK block -4.4%, Mito fusion act 10.1%, TCR activator 8.0%, Eya2 inh inconclusive, S-ASM inh -0.5%, ELG1 repair inh -20.2% and a7 integrin act -0.7%.
Screening O=C(CN1CCN(C(=O)c2ccco2)CC1)Nc1ccccc1 returned TSG101-PTAP inh -3.0%, BCR signal inh 0.2%, TSHR antag 1.7, A-T KAP1 phos -0.4%, Tb PFK block -11.2%, Mito fusion act 1.3%, TCR activator -3.5%, Eya2 inh 4.4%, S-ASM inh 0.5%, ELG1 repair inh 12.8% and a7 integrin act 13.1%.
CCN(CC)S(=O)(=O)c1ccc(/C=C/C(=O)Nc2cccc(F)c2)cc1 was read as TSG101-PTAP inh -3.5%, BCR signal inh inconclusive, TSHR antag -27.0, A-T KAP1 phos 1.3%, Tb PFK block 0.2%, Mito fusion act 0.0%, TCR activator 2.9%[46.1 µM], Eya2 inh -2.1%, S-ASM inh inconclusive, ELG1 repair inh 13µM* and a7 integrin act 14.4%.
